CIT2 TOR yeast = modulators of CIT2-GFP expression in yeast, primary screen, S. cerevisiae, GFP fusion, multiplex flow cytometry, MLPCN library; S. cerevisiae CIT2-GFP strain, 3 h; 100 means same as DMSO wells; GFP response vs DMSO, % at 10 µM; 320,000 compounds, 0.065% hits;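 active means GFP response relative to DMSO above a set limit, near the screen mean plus 3 SD, cut at about 150% in these data; inconclusive means Fewer than 70 cells measured for a yeast strain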;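 further: ratio of well median GFP fluorescence to mean of DMSO wells on the plate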
AGP1 TOR yeast = modulators of AGP1-GFP expression in yeast TOR pathway, primary screen, cell-based, multiplex flow cytometry, S. cerevisiae, MLPCN library; 3 h; GFP as percent of DMSO wells; GFP response vs DMSO, % at 10 µM; 320,000 compounds, 0.02% hits;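 active means GFP response relative to DMSO above a set limit, near screen average plus 3 SD, cut at about 150% in these data; inconclusive means fewer than 70 cells counted for the yeast strain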;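 further: median GFP channel fluorescence of the gated AGP1 strain per well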
LAP4 TOR yeast = modulators of LAP4-GFP expression in yeast, primary screen, S. cerevisiae, multiplex flow cytometry, MLPCN library; 3 h; median GFP as percent of DMSO wells; GFP response vs DMSO, % at 10 µM; 320,000 compounds, 0.34% hits;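 active means GFP response vs DMSO above a set limit, about the screen mean plus 3 SD, cut at about 150% in these data; inconclusive means under 70 cell events counted for the yeast strain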
procasp3 activ = activators of human procaspase-3 D3A mutant, primary screen, biochemical, absorbance, PC-3 D3A mutant, single concentration | recombinant procaspase-3 D3A, Ac-DEVD-pNA absorbance 405 nm | activation, % at 8.5 µM | 330,000 compounds, 0.11% hits;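 active means activation above the mean of all tested compounds plus 3 SD, cut at about 21% in these data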;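 further: 0% = DMSO alone and 100% = DMSO wells spiked with extra 5 µM PC-3 D3A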
Target sequence (P42574 whole entry D9A/D28A/D175A): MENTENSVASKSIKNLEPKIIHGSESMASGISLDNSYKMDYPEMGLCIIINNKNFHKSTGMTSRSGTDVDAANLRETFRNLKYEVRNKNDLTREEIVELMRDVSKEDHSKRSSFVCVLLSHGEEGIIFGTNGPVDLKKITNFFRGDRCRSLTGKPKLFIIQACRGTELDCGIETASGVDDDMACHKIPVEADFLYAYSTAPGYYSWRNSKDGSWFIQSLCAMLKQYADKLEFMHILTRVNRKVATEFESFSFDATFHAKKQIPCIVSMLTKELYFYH
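Compound: 8.5 µM single point, 0.8% DMSO / Material: Autoprocessing-dead procaspase-3 D3A mutant enzyme / Timing: 1 h preincubation plus 2 h reaction at 25 °C / Medium: Zinc-free HEPES/NaCl buffer with 0.01% Triton X-100 at pH 7.4 / Technique: 405 nm absorbance of p-nitroaniline, reads at 0 and 120 min / Repeats: one well per compound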
AHR act = AHR activators, primary screen, cell-based, luminescence, luciferase reporter, human | Aryl hydrocarbon receptor (Homo sapiens), P35869 | AHR-responsive luciferase reporter cells | activation, % at 5 µM | 320,000 compounds, 2.5% hits | AID 2796, 2010; in the data active means activation above about 47%;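 further: 0% = vehicle wells and 100% = reference agonist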
MEP2-GFP yeast = modulators of MEP2-GFP levels in yeast, primary screen, S. cerevisiae, multiplex flow cytometry, MLPCN library; S. cerevisiae MEP2-GFP strain, 3 h; 100% = DMSO control level; GFP response vs DMSO, % at 10 µM; 330,000 compounds, 0.51% hits;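 active means GFP response versus DMSO above a set limit, roughly screen mean plus 3 SD, cut at about 180% in these data; inconclusive means fewer than 70 cells counted for a yeast strain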;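 further: median GFP fluorescence of the barcode-gated MEP2-GFP cells per well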
RPL19A TOR yeast = RPL19A-GFP expression modulators in yeast, primary screen, cell-based, S. cerevisiae, multiplex flow cytometry, MLPCN; S. cerevisiae RPL19A-GFP strain, 3 h; active compounds read low; percent response vs DMSO, % at 10 µM; 330,000 compounds, 0.3% hits; AID 2025, 2009;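 active means percent response vs DMSO below 50%; inconclusive means fewer than 70 events counted for the yeast strain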;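 further: median channel GFP fluorescence of the barcoded RPL19A-GFP strain; ratio of sample median GFP to plate DMSO average so 100% = DMSO; lower means less RPL19A-GFP as with rapamycin TOR inhibition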
procasp7 counter = procaspase-7 activators, primary screen, counter-screen for procaspase-3 activator project, biochemical, absorbance, HTS, human; AID 463210, 2010; recombinant procaspase-7, Ac-DEVD-pNA absorbance 405 nm; D23A/D198A/D206A triple mutant, cannot self-cleave; scale: DMSO 0, 5 µM enzyme 100; activation, % at 8.5 µM; 330,000 compounds, 0.093% hits;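 active means percent activation above the screen-wide mean plus 3 SD, cut at about 25% in these data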
Target sequence (P55210 whole entry D23A/D198A/D206A): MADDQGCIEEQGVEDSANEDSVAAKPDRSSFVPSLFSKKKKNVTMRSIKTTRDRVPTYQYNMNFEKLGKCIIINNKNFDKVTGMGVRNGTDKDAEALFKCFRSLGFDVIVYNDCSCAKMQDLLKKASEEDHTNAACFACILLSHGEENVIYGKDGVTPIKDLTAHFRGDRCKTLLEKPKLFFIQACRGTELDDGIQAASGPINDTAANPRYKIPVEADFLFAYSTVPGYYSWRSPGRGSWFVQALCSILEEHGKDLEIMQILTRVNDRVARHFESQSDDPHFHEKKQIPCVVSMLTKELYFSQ
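Assay system: Uncleavable procaspase-7 mutant enzyme; Input: 2 µM procaspase-7 mutant as dispensed; Also added: DEVD-pNA substrate; Medium: Zinc-free HEPES pH 7.4 with 300 mM NaCl, 0.01% Triton X-100; Timing: 1 h compound preincubation, 2 h substrate cleavage, 25 °C; Measured by: Epi-absorbance of released pNA at 405 nm, two timepoints.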
* hit, by the source's call; ? = inconclusive; nt = not tested or not shown; [ ] = dose if it differs, or a comment.

Order of results – procasp7 counter	procasp3 activ	MEP2-GFP yeast	AHR act	LAP4 TOR yeast	RPL19A TOR yeast	CIT2 TOR yeast	AGP1 TOR yeast
COc1ccc(C2=NOC(C(=O)NCc3ccccc3)C2)cc1 (configuration not stated)
  -6	2	107	-2	105	97	95	91
Cc1ccc2c(n1)sc1c(-c3ccccc3)c(C#N)c(N)nc12
  44*	79*	96	24	92	99	92	98
O=C1C(Cc2ccccc2)Nc2ncnc(N3CCOCC3)c2N1Cc1ccc(Br)cc1 (configuration not stated)
  5	7	100	3	105	93	94	87
O=C(CN1C(=O)NC2(CCCc3ccccc32)C1=O)c1ccccc1F (configuration not stated)
  3	6	116	4	96	103	126	108
O=C(NCc1ccccc1)C(=O)NCC1OCCCN1S(=O)(=O)c1cccs1 (configuration not stated)
  6	-6	120	1	109	106	107	98
CCOc1ccccc1C1N(c2ccc(F)cc2)C(=O)C2CCCN21 (configuration not stated)
  3	6	105	-5	109	104	114	108
Cc1onc(-c2c(Cl)cccc2Cl)c1C(=O)N1C=CC(C(F)(F)F)=NCC1
  -1	11	111	-2	88	100	105	98
CC(C)CCNC(=O)c1ccccc1SCC(=O)NC1CCCCCCC1
  0	-5	99	6	104	102	101	103
Cc1cc(OCC(=O)NC2CC2)c2c(C)cc(=O)oc2c1
  11	4	108	16	91	102	108	101
O=C(Nc1ncc(Cc2ccccc2)s1)C1=NCCN1
  6	5	98	5	102	101	100	107
O=c1cc(O)c2sc3nc(-c4ccccc4)cc(C(F)(F)F)c3c2[nH]1
  -15	0	102	46	87	97	89	90
CCOC(=O)C1(Cc2cccc(F)c2)CCN(Cc2c(C)nn(CC)c2C)CC1
  12	-3	106	-6	99	100	101	103
C=CCOc1ccccc1CNCc1cccnc1
  9	3	100	11	104	102	102	103
COc1cccc(NC(=O)Nc2cc(NC(=O)Nc3cccc(OC)c3)c(C)nc2C)c1
  5	-11	103	91*	95	110	108	103
COCCOC(=O)C1=C(C)NC2=C(C(=O)CCC2)C1c1cc2c(cc1Br)OCO2 (configuration not stated)
  4	-4	103	1	100	100	100	101

Quoted at random: three compounds from above, in no set order.
Order of results – procasp7 counter	procasp3 activ	MEP2-GFP yeast	AHR act	LAP4 TOR yeast	RPL19A TOR yeast	CIT2 TOR yeast	AGP1 TOR yeast
COCCOC(=O)C1=C(C)NC2=C(C(=O)CCC2)C1c1cc2c(cc1Br)OCO2 (configuration not stated)
  4	-4	103	1	100	100	100	101
CCOC(=O)C1(Cc2cccc(F)c2)CCN(Cc2c(C)nn(CC)c2C)CC1
  12	-3	106	-6	99	100	101	103
O=C1C(Cc2ccccc2)Nc2ncnc(N3CCOCC3)c2N1Cc1ccc(Br)cc1 (configuration not stated)
  5	7	100	3	105	93	94	87

(cont.)
Order of results – procasp7 counter	procasp3 activ	MEP2-GFP yeast	AHR act	LAP4 TOR yeast	RPL19A TOR yeast	CIT2 TOR yeast	AGP1 TOR yeast
Brc1ccc(NC(c2ccccc2)c2ccncc2)cc1 (configuration not stated)
  1	-1	103	10	87	104	97	100
O=C(Nc1ccc(Cl)c(Cl)c1)c1ccc(Cn2c(=O)[nH]c3ccsc3c2=O)cc1
  7	3	99	-7	102	99	90	98
CC1=C(C(=O)OCCOC(C)C)C(c2cc3c(cc2Br)OCO3)CC(=O)N1 (configuration not stated)
  1	-2	96	6	98	94	90	94
CC(/C=C1\SC(=S)N(c2ccc(C(=O)O)cc2)C1=O)=C\c1ccccc1
  2	-1	89	0	125	99	100	100
NC(=O)c1cc2ccc(O)cc2oc1=NCc1ccccc1
  -18	-22	149[may fluoresce violet]	5	91[may fluoresce violet]	47*[may fluoresce violet]	?	nt
COc1ccc(COCCN2CCN(S(=O)(=O)c3ccccc3)CCC2=O)cc1
  -13	1	91	2	109	91	71	86
COc1ccccc1-n1c(N)cc(=O)nc1SCC(=O)Nc1cc(C)on1
  7	6	96	0	94	90	91	93
N#Cc1c(SCC(=O)Nc2ccc(C(F)(F)F)cc2)sc2c(O)cc(=O)[nH]c12
  1	3	106	3	107	102	103	104
CCOc1ccc(NC(=O)CSc2nc(N3CCOCC3)nc(N3CCOCC3)n2)cc1
  -3	-6	98	-3	96	106	110	102
O=C(NC1CCCCC1)NC1(C(=O)N2CCN3CCCC3C2)CCCCC1 (configuration not stated)
  4	3	98	-2	100	100	98	101
O=C1CN(C(=O)COc2ccc(Br)cc2Br)c2ccccc2N1
  -3	12	?	18	89	100	98	90
CCCOc1ccc(/C=C2\SC(=S)N(CC3CCCO3)C2=O)cc1 (configuration not stated)
  -3	-7	94	-1	116	94	91	99
CCOC(=O)N1CCc2c(sc(N)c2C#N)C1
  -10	-13	116	-2	119	112	119	118
Cn1c(=O)c2[nH]c(NCC3CCCO3)nc2n(-c2ccccc2)c1=O (configuration not stated)
  8	-2	106	2	104	105	103	109
O=C(NCCc1ccccc1)C1CCN(S(=O)(=O)c2cccs2)CC1
  -2	-6	101	1	101	99	99	99

In the list so far, 3 have a cyano group.
Order of results – procasp7 counter	procasp3 activ	MEP2-GFP yeast	AHR act	LAP4 TOR yeast	RPL19A TOR yeast	CIT2 TOR yeast	AGP1 TOR yeast
Cc1ccc2c(n1)sc1c(-c3ccccc3)c(C#N)c(N)nc12
  44*	79*	96	24	92	99	92	98
N#Cc1c(SCC(=O)Nc2ccc(C(F)(F)F)cc2)sc2c(O)cc(=O)[nH]c12
  1	3	106	3	107	102	103	104
CCOC(=O)N1CCc2c(sc(N)c2C#N)C1
  -10	-13	116	-2	119	112	119	118

A different layout for part of the listing above.
molecule	procasp7 counter	procasp3 activ	MEP2-GFP yeast	AHR act	LAP4 TOR yeast	RPL19A TOR yeast	CIT2 TOR yeast	AGP1 TOR yeast
COc1ccc(COCCN2CCN(S(=O)(=O)c3ccccc3)CCC2=O)cc1	-13	1	91	2	109	91	71	86
COc1ccccc1-n1c(N)cc(=O)nc1SCC(=O)Nc1cc(C)on1	7	6	96	0	94	90	91	93

Next section
Order of results – procasp7 counter	procasp3 activ	MEP2-GFP yeast	AHR act	LAP4 TOR yeast	RPL19A TOR yeast	CIT2 TOR yeast	AGP1 TOR yeast
COc1ccc(OC)c(/C=N/NC(=O)CN2CCSCC2)c1
  7	-6	102	27	90	99	104	97
Cc1ccc2oc(C(=O)Nc3ccc(S(=O)(=O)Nc4ncccn4)cc3)c(C)c2c1
  -7	7	96	2	65	102	91	89
CCn1c(CNC(=O)C(C)(C)C)nc2ccccc21
  1	2	101	-2	103	101	105	95
COc1ccc(Cl)cc1NC(=O)CSc1nc(N2CCCCC2)nc(N2CCCCC2)n1
  -8	1	102	-1	103	108	107	106
N#Cc1c(NC(=O)CSc2nc(-c3ccccc3)cc(C(F)(F)F)n2)sc2c1CCC2
  -15	3	103	5	100	103	98	102
N=c1c(S(=O)(=O)c2ccccc2)cc2c(=O)n3ccccc3nc2n1CCCN1CCOCC1
  -12	-18	233*[may fluoresce violet]	4	88[may fluoresce violet]	86[may fluoresce violet]	?	?
CCCCc1nnc(NC(=O)c2ccc(-n3cncn3)c([N+](=O)[O-])c2)s1
  13	-3	97	3	104	98	84	109
CCOc1ccc(NC(=O)CS(=O)CC(=O)N(CC(=O)NC(C)(C)C)C2CCCC2)cc1 (configuration not stated)
  12	10	106	-1	93	102	101	94
Cc1cc(NC(=O)COc2ccc(F)c(Cl)c2)no1
  12	8	103[may fluoresce green]	-1	97[may fluoresce green]	103[may fluoresce green]	98[may fluoresce green]	102[may fluoresce green]
Cc1cc(Cl)ccc1OCCCC(=O)OCC(=O)Nc1cccc(S(N)(=O)=O)c1
  -8	5	99	1	102	95	92	91
CC(=O)c1ccc(N2CCN(C(=O)COc3ccccc3F)CC2)c(F)c1
  5	-4	102	0	105	96	100	105
Oc1ccc(C=NCC2COc3ccccc3O2)cc1 (configuration not stated)
  2	7	105	1	95	103	109	107
CN(C)S(=O)(=O)c1cccc(NC(=S)N/N=C/C(c2ccccc2)c2ccccc2)c1
  -1	4	83	4	86	103	120	97
COc1ccc(C)cc1NC(=O)C12CCC(C)(C(=O)O1)C2(C)C (configuration not stated)
  5	1	91	23	90	94	88	87
Cc1ccc(NC(=S)NCC(O)c2ccccc2)c(C)c1 (configuration not stated)
  -3	-3	106	0	80	101	103	95

Filtered by structure, those above with a tert-butyl group
Order of results – procasp7 counter	procasp3 activ	MEP2-GFP yeast	AHR act	LAP4 TOR yeast	RPL19A TOR yeast	CIT2 TOR yeast	AGP1 TOR yeast
CCn1c(CNC(=O)C(C)(C)C)nc2ccccc21
  1	2	101	-2	103	101	105	95
CCOc1ccc(NC(=O)CS(=O)CC(=O)N(CC(=O)NC(C)(C)C)C2CCCC2)cc1 (configuration not stated)
  12	10	106	-1	93	102	101	94

New compounds follow:
Order of results – procasp7 counter	procasp3 activ	MEP2-GFP yeast	AHR act	LAP4 TOR yeast	RPL19A TOR yeast	CIT2 TOR yeast	AGP1 TOR yeast
O=C(CSCC(=O)Nc1cccc2ccccc12)Nc1cccc2ccccc12
  -9	-1	114	22	107	97	91	97
Cc1cc(C)nc(OC(C(=O)O)C(OCC(C)C)(c2ccccc2)c2ccccc2)n1 (configuration not stated)
  11	7	108	1	93	102	88	90
O=C1COc2ccc(C(=O)NCc3ccc4c(c3)OCO4)cc2N1
  11	1	102	6	104	100	98	107
CCC(=O)c1c[nH]c(C(=O)NCc2ccco2)c1
  14	6	97	12	98	100	103	104
Cc1cc(C)nc(N/N=C/c2ccc(N3CCOCC3)cc2)n1
  5	-5	103	12	97	103	117	114
COc1cc(C(=O)n2nc(C)cc2C)cc(OC)c1OC
  0	3	106	-3	102	102	99	105
CN1C(=O)c2ccccc2N(C)C1c1ccccc1Cl (configuration not stated)
  7	3	99	-3	116	97	89	100
O=C(COC(=O)c1ccc([N+](=O)[O-])o1)c1ccccc1
  -1	-4	103	-1	99	108	101	100
CCOC(=O)C1=C(CS(=O)(=O)c2ccccc2)NC(=O)NC1c1ccc(O)c(OC)c1 (configuration not stated)
  4	8	102	2	108	101	108	110
COc1cc(C(=O)NCCCNC(=O)c2cc(OC)c(OC)c(OC)c2)cc(OC)c1OC
  14	0	101	-2	108	103	104	116
Cc1ccc(Cl)cc1NS(=O)(=O)c1c(C)[nH]c(=O)[nH]c1=O
  7	1	98	-1	98	103	105	104
O=C(NCCC1=CCCCC1)C(=O)NCC1OCCCN1S(=O)(=O)c1ccccc1 (configuration not stated)
  4	-8	93	-1	87	101	98	94
c1ccc(C2=Nc3ccccc3NC(c3ccccc3)C2)cc1 (configuration not stated)
  2	5	109	11	122	104	102	102
O=C1C(=O)N(c2ccccn2)C(c2cccc(F)c2)/C1=C(/O)c1ccccc1 (configuration not stated)
  -3	4	100	-1	102	101	95	92
